Bioassay records (PubChem BioAssay)
NR2E3 ag-1 – NR2E3 agonists in two-hybrid cells, primary screen, cell-based, luminescence, CHO-S, Gal4-NCOR/VP16-NR2E3; luciferase; inhibition of corepressor binding, % at 3.98 µM; 0.35% of 360,000 active; AID 602229, 2012;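 active means inhibition above the mean of all tested compounds plus 3 SD, cut at about 70% in these data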;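 further: 0% = DMSO with NR2E3 transfected cells and 100% = cells lacking NR2E3 construct; higher means lower luciferase signal from less NR2E3 corepressor binding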
Target sequence (Q9Y5X4 whole entry, looked up, the tested form may be a part): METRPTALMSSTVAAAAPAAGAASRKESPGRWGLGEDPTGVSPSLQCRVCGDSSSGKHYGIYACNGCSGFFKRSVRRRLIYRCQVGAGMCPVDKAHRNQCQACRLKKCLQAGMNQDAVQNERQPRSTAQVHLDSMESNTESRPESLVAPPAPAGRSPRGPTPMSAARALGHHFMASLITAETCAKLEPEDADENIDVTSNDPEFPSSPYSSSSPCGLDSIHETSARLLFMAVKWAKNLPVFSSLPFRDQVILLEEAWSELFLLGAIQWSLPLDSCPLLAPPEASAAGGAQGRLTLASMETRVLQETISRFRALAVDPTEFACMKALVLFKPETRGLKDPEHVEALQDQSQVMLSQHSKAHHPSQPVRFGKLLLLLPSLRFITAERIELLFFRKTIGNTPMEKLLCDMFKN
TRPM1 prom inh – inhibitors of MITF-dependent TRPM1 promoter reporter, primary screen, cell-based, SK-MEL-5, single point, luciferase. 0.83% of 330,000 active. inhibition, % at 12.5 µM. SK-MEL-5 TRPM1 promoter luciferase, 24 h. AID 488899, 2010;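 active means mean inhibition across replicates of 60% or more, whatever share of single replicates reaches that level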; further: values of inactives mirror those of a sister screen read the other way
HTR2A ag – mouse Htr2a agonists via beta-arrestin recruitment, primary screen, cell-based, luminescence | CHO-K1 mHTR2A beta-arrestin complementation; percent of 30 µM serotonin response | 0.66% of 360,000 active | activation, % at 7.6 µM | AID 624169, 2012;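 active means activation above a run cutoff, the mean activation of all tested compounds plus 3 SD, cut at about 14% in these data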;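 further: 0% = plate median of compound wells and 100% = 30 µM serotonin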
Target sequence (P35363 whole entry, looked up): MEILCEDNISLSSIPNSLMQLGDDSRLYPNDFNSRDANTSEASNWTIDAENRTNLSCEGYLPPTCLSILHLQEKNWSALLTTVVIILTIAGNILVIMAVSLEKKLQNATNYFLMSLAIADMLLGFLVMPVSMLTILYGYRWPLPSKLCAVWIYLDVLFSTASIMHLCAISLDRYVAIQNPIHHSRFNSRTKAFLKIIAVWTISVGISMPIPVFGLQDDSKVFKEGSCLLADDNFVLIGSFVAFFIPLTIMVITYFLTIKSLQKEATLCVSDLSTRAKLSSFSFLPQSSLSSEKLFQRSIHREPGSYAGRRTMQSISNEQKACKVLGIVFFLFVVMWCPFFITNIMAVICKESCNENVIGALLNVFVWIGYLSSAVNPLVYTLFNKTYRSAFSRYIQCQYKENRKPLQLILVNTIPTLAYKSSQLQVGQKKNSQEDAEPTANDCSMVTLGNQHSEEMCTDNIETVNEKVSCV
PDI inh – inhibitors of human PDI, primary screen, biochemical, turbidity, single point, plate reader; Protein disulfide-isomerase (Homo sapiens), P07237; PDI insulin aggregation turbidity, A650, 90 min; inhibition, % at 10 µM; 0.052% of 350,000 active; AID 588391, 2011;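 active means mean inhibition across replicates of 30% or more, whatever share of single replicates reach that level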;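 further: absorbance from insulin aggregation driven by PDI reduction with DTT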
Peg3 promoter – Peg3 promoter-driven luciferase inhibitors, primary screen, cell-based, HeLa, luciferase luminescence; AID 588405, 2011; HeLa PEG-Prom luciferase reporter, overnight; inhibition, % at 20 µM; 1.7% of 360,000 active;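 active means inhibition of at least 50% at 20 µM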
Shn3 3UTR inh – reduction of Shn3 3'UTR firefly luciferase signal, primary screen, Schnurri-3 inhibitor project, cell-based, Clone20 osteoblasts, set 2; 0.52% of 360,000 active; Clone20 osteoblast Shn3 3'UTR firefly luciferase, 24 h; AID 588674, 2011; inhibition, % at 12.5 µM;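 active means mean inhibition of at least 75% with every replicate also reaching 75%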;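 further: 0% = median of neutral control wells and 100% = pilot-screen positive control compound; some compounds past the cut are filed as inactive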
NR2E3 ag-2 – inhibitors of NR2E3-RetCOR corepressor binding, primary screen, NR2E3 agonist project, biochemical, TR-FRET, GST-NR2E3, biotin-RetCOR; 0.12% of 320,000 active; AID 2300, 2010; Photoreceptor-specific nuclear receptor (Homo sapiens), Q9Y5X4; inhibition of corepressor binding, % at 4.78 µM; 1536-well;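 active means percent inhibition above the cutoff of mean plus 3 SD of all tested compounds, set per screening campaign, cut at about 20% in these data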;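 further: 0% = DMSO wells and 100% = biotin wells as full block of FRET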
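Material: NR2E3–RetCOR corepressor complex | Quantity: 1.35 nM GST-tagged NR2E3 final | Schedule: 5 h at 4 °C | Replication: Singlicate compound wells | Reagent: RetCOR corepressor, biotinylated, 7 nM | Controls: Biotin wells as high control, 0.6% DMSO wells as low control | Signal: TR-FRET, Eu(K)-anti-GST donor, streptavidin-D2 acceptor, ex 340, em 617/671 nm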
H9c2 protect – cardioprotection against H2O2-induced cell death, primary screen, uHTS, H9c2 cells, ATPLite luminescence; H9c2 cardiomyocytes, H2O2 injury protection, 2 h; protection from H2O2 cell death, % at 20 µM; 0.63% of 360,000 active;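 active means compounds giving at least 50% protection of heart cells from peroxide-induced death in the single-dose screen, raw or plate-pattern-corrected value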;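 further: 0% = DMSO wells with peroxide and 100% = DMSO wells without peroxide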
CaV13 ICDI inh – Disruptors of the CACNA1D IQ motif to Ca2+-dependent inactivation inhibitor domain association, primary screening, Förster resonance energy transfer in intact living … | HEK cells, CFP/YFP FRET ICDI-IQ, plate reader, 10 min; percent FRET-ratio fall versus neutral wells | inhibition, % at 12.3 µM | 0.098% of 340,000 active;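 active means mean replicate inhibition of at least 30% and at least 1% of replicates passing that level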;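 further: 0% = median of the neutral control wells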
iPSC survival up – enhancers of single-cell hiPSC survival, primary screen, ATPlite luminescence. 100% = ROCK inhibitor wells, 0% = DMSO. survival enhancement, % at 20 µM. 0.044% of 360,000 active; in the data active means survival enhancement above about 18%;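 further: cells exposed to compounds for 16 hours before the ATP read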
HIF-2a inh – HIF-2a reporter inhibitors, primary screen, luminescence, 786-0 RCC cells. 0.72% of 360,000 active. inhibition, % at 18.8 µM. 786-0 RCC cells HIF-2a reporter, luciferase luminescence, overnight;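 active means inhibition of the luminescence signal of 40% or more relative to plate controls, in a single-dose primary screen at 18.75 µM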
Active calls of the source: *; . = not tested or not shown.

SMILES | NR2E3 ag-1 | TRPM1 prom inh | HTR2A ag | PDI inh | Peg3 promoter | Shn3 3UTR inh | NR2E3 ag-2 | H9c2 protect | CaV13 ICDI inh | iPSC survival up | HIF-2a inh
CCc1cc2c(=O)n(CCCOC)c(SCC(=O)Nc3oc(C)c4c(C)n[nH]c(=O)c34)nc2s1 | 3 | 3 | 6 | -6 | -4 | 9 | -1 | 11 | -5 | 0.1 | 11
CCOCCn1c(CN2CCN(CC)CC2)nc2c1c(=O)n(C)c(=O)n2C | 5 | 1 | 48* | . | 7 | -88 | -2 | 2 | -3 | -0.4 | 6
COc1cccc(C(O)c2nc(-c3ccc(F)cc3OC)cs2)c1 (stereo not given) | -31 | . | 0 | 0 | 11 | -16 | . | -8 | -5 | 0.3 | -20
CC(Oc1ccc(-n2cnnn2)cc1)C(=O)O (stereo not given) | -11 | 4 | 0 | -5 | -9 | -9 | -2 | 2 | -5 | 1.5 | 14
CCCNc1c(NS(=O)(=O)c2c(F)c(F)c(F)c(F)c2F)c(=O)oc2ccccc12 | 1 | 8 | -1 | -3 | -11 | -8 | -3 | 0 | -3 | -0.3 | 6
O=C(Nc1ccc2c(c1)CCC2)C1CCN(c2c3c(nc4ncnn24)CCC3)CC1 | 3 | 27 | -5 | 1 | 24 | 75 | 0 | -20 | -4 | -1.6 | 15
COc1cccc(-c2nc(CS(=O)(=O)CC(=O)N3CCN(C4CCCCC4)CC3)c(C)o2)c1 | -16 | . | 3 | . | 8 | -1 | 3 | 1 | -6 | 1.9 | 2
CC1(C(=O)NS(=O)(=O)c2ccccc2Cl)CCN1C(=O)CC1CCCC1 (stereo not given) | 3 | . | 4 | -16 | 10 | 42 | . | -2 | -11 | -0.7 | 11
CC(C)c1ccc(C(=O)Nc2cccnc2)cc1 | -11 | -53 | 0 | 7 | -187 | -65 | 4 | -13 | -7 | -0.7 | -195
Cc1cccc(/C=N/NC(=O)c2cc3c(s2)-c2ccccc2CC3)c1 | -91 | 10 | -1 | 1 | -6 | -4 | 2 | -18 | -5 | -1.1 | -4
Nc1nc(=O)n(C2CC(O)C(CO)O2)cc1Cl (stereo not given) | -9 | . | -2 | . | -2 | 7 | . | 7 | -11 | 0.5 | 8
CC(C)(C)c1cc(C(=O)O)c(CN2CCCCC2)o1 | 7 | -8 | 5 | -6 | 18 | 6 | 2 | -7 | -5 | 0.9 | 23
CCCn1c2ccccc2c2cnn(CC(=O)N3CCOCC3)c(=O)c21 | -8 | 6 | 0 | -1 | -13 | -21 | -6 | 2 | -3 | 0.7 | 11
Cc1cc(=O)n(C)c(=O)n1CCCCCCOc1cccc([N+](=O)[O-])c1 | -23 | 0 | -4 | -1 | -1 | 40 | -3 | -25 | -3 | 0.3 | 8
O=C1CN(c2nc(-c3ccccc3)c3cc(Cl)ccc3n2)c2ccccc2N1 | 15 | 2 | 5 | -1 | 4 | 26 | -2 | -2 | -10 | 1.9 | 13
Cc1ccc(CCNC(=O)C2CCN(S(=O)(=O)N3CCOCC3)CC2)cc1 | -9 | 8 | -2 | -7 | 1 | 6 | 0 | 4 | -2 | -0.4 | 12
Cn1c(=O)oc2cc(S(=O)(=O)NCc3ccccc3)ccc21 | 7 | -2 | 4 | 17 | 4 | -16 | 0 | 4 | . | 0.7 | -1
O=C(O)CCCC(=O)Nc1nc(-c2ccc(F)cc2)cs1 | -1 | 2 | -3 | -2 | 15 | -4 | -1 | -3 | . | -2.3 | 7
CCc1nnc(NC(=O)C(C)Sc2ccccc2)s1 (stereo not given) | 14 | . | 0 | . | -7 | 5 | 0 | 2 | -6 | -0.3 | -14
OCCC1CN(Cc2ccc(Oc3ncccn3)cc2)CCN1C1CCCC1 (stereo not given) | 15 | -3 | 2 | 9 | 1 | -11 | -3 | -8 | -5 | -2.1 | -6
CSc1nnc2c(n1)OC=Nc1ccc(Br)cc1-2 | -2 | 13 | 3 | -6 | 8 | 1 | 0 | -3 | -5 | -0.4 | 8
CC(C)N(C(=O)[C@H]1C[C@H](CC(=O)NCc2ccco2)C(=O)N2CCc3c([nH]c4cc(CCC(=O)N(C)C)ccc34)[C@]12C)C(C)C | -19 | 6 | 2 | -8 | -3 | -3 | . | 7 | -5 | -0.8 | -1
Cc1ccc(NC(=O)n2ccc(-c3ccc(-n4ccnc4)cc3)n2)cc1 | -97 | -65 | -2 | 6 | -274 | -50 | . | -8 | -4 | -1.3 | -240
CCOC(=O)c1csc(-c2snnc2C)n1 | -24 | 3 | 1 | -8 | -22 | -26 | -1 | -3 | -5 | 1.4 | -21
COC(=O)c1cccc(NC(=O)Cn2nnc3ccccc32)c1 | 0 | -6 | 1 | 1 | -99 | 1 | 3 | 2 | -4 | 1.1 | -38
C=CCNc1nc(C(=O)OCC(=O)Nc2ccc(S(N)(=O)=O)cc2)cs1 | 7 | 8 | 0 | -13 | 13 | 0 | -1 | -6 | -6 | 0.0 | 6
Cc1ccc(S(=O)(=O)C(C#N)c2nc3ccccc3nc2N2CCC(C)CC2)cc1 (stereo not given) | -14 | -97 | 0 | -4 | -28 | -9 | . | -9 | -6 | 4.6 | -16
O=C(COC(=O)c1ccccc1F)Nc1ccc2c(c1)OCCO2 | -8 | -10 | 3 | 3 | -67 | -18 | . | -9 | -7 | -0.2 | -34
CSc1ncc2c(n1)-c1cc(C)ccc1SC2 | -25 | 10 | 2 | -8 | 11 | -6 | 2 | 4 | 0 | -1.8 | 12
CC(=O)c1c(N2CCN(Cc3ccccc3)CC2)nc(=S)n(-c2ccccc2)c1C | 9 | 21 | 0 | 3 | 7 | 3 | -1 | -8 | 4 | 0.0 | 11
Cc1cc(-n2c(SCCC#N)nnc2-c2cccnc2)ccc1Cl | 2 | -12 | 0 | -3 | 13 | 24 | -4 | -2 | -5 | 0.3 | 19
COc1ccc(/C=C(\C#N)C(=O)OCC(=O)NC2CC2)cc1 | 10 | 3 | 5 | -5 | -2 | 8 | 1 | -1 | -5 | 0.6 | 2
c1ccc(Cn2c(CN3CCCC3)nc3ccccc32)cc1 | -24 | 10 | -6 | 11 | 14 | 18 | -3 | 5 | -5 | -1.3 | 8
Cc1ccc(CNC(=O)c2ccc(N3CCC4(CC3)CC(c3cccc(Br)c3)=NO4)c(NC(=O)c3ccc(Cl)c([N+](=O)[O-])c3)c2)cc1 | -25 | 19 | 1 | -1 | 13 | 1 | . | -1 | -11 | -5.2 | -2
Cc1nn2c(C(F)(F)F)c3c(nc2c1-c1ccccc1)CCC3 | -32 | 7 | -3 | 5 | 12 | 10 | 3 | 0 | -4 | 0.3 | 7
CCCc1nc2c(C)cc(Br)cn2c1Cc1ccc(OC)cc1C | -24 | . | 2 | . | -26 | 13 | . | 1 | -4 | 2.7 | -23
O=C(NNS(=O)(=O)c1ccccc1[N+](=O)[O-])c1cccc(Cl)c1 | -15 | -3 | 8 | 12 | 8 | -5 | -3 | 3 | -5 | -0.5 | 3
CC(C)(C)OC(=O)N1CCC[C@H]1C(=O)NCc1ccc(F)cc1F | -4 | . | 2 | . | . | . | . | . | -10 | 0.2 | 8
Cc1ccc(C(=O)Nc2ccc(C(=O)N/N=C/c3ccc(C)o3)cc2)cc1 | -45 | -18 | -4 | -12 | -13 | 23 | -4 | -3 | -3 | -0.6 | -50
C=CCn1c(SCc2cc(=O)n3ccsc3n2)nnc1C1CCCCC1 | -18 | 6 | 6 | -4 | -20 | -3 | 1 | 0 | -7 | 2.7 | 6
CCCCN(C(=O)c1cccc(-n2cnnn2)c1)c1c(N)n(CC(C)C)c(=O)[nH]c1=O | -12 | -7 | 3 | -5 | -5 | -7 | -1 | 0 | -6 | 0.4 | 6
OC1=C(O)c2nc3ccccc3nc21 | 2 | 6 | 0 | -1 | -1 | 5 | -14 | 2 | -8 | 0.2 | -18
Cc1cc(C)n(-c2nc3ccccc3c(=O)n2OCCOc2ccccc2)n1 | -42 | -4 | -4 | 13 | 13 | -2 | 2 | 9 | . | -1.4 | 2
Cn1nnnc1SCC(=O)Nc1ccc(Br)cc1Br | -8 | . | 5 | 4 | -31 | -20 | . | -5 | -2 | -0.2 | -35
CC(=O)c1c(C)[nH]c(C(=O)OCc2cccc(C)c2)c1C | 48 | -11 | -3 | 3 | -206 | 4 | 2 | -17 | -4 | 0.8 | -233

Reprinted at random: 2 records from the list, in no set order.
SMILES | NR2E3 ag-1 | TRPM1 prom inh | HTR2A ag | PDI inh | Peg3 promoter | Shn3 3UTR inh | NR2E3 ag-2 | H9c2 protect | CaV13 ICDI inh | iPSC survival up | HIF-2a inh
Cn1nnnc1SCC(=O)Nc1ccc(Br)cc1Br | -8 | . | 5 | 4 | -31 | -20 | . | -5 | -2 | -0.2 | -35
CCc1nnc(NC(=O)C(C)Sc2ccccc2)s1 (stereo not given) | 14 | . | 0 | . | -7 | 5 | 0 | 2 | -6 | -0.3 | -14

(cont.)
SMILES | NR2E3 ag-1 | TRPM1 prom inh | HTR2A ag | PDI inh | Peg3 promoter | Shn3 3UTR inh | NR2E3 ag-2 | H9c2 protect | CaV13 ICDI inh | iPSC survival up | HIF-2a inh
CCOC(=O)Cc1csc(NC(=O)Nc2cccs2)n1 | -55 | -13 | 4 | -6 | -77 | 17 | 2 | -7 | -4 | -0.2 | -168
COc1ccc(S(=O)(=O)N2CCC(C(=O)NC3CC3)CC2)cc1 | -10 | -2 | 2 | -6 | -12 | 2 | 1 | 8 | -3 | 0.8 | -1
Cc1ccccc1C(=O)NC1CC2CCC(C1)N2Cc1ccccc1 (stereo not given) | 3 | -5 | -9 | 24 | 3 | 14 | 1 | -4 | -5 | 2.0 | 10
COc1cccc(/C=N/N2CCN(c3ccc(Cl)cc3)CC2)c1OC | -2 | -7 | -4 | -3 | 1 | -1 | 2 | 0 | -18 | 0.4 | -15
COCCN(C(=O)CCC(=O)Nc1nccs1)C(C(=O)NCCC(C)C)c1ccc(F)cc1 (stereo not given) | -4 | -2 | 5 | -6 | 5 | 9 | 2 | -1 | -3 | -0.7 | 7
COc1cc(CNC(=O)OCC(C)C)cc(OC)c1OC | -1 | -10 | 6 | 3 | 5 | 4 | 1 | 9 | . | 7.4 | 3
Cc1ccc(S(=O)(=O)NCC(=O)OCC(=O)N(C)C2CCS(=O)(=O)C2)cc1 (stereo not given) | -19 | 8 | 0 | 0 | 5 | 7 | -3 | 10 | -2 | -0.3 | 7
Cc1c(Cl)cccc1Nc1nc(NCCO)c2ccccc2n1 | 22 | -10 | -10 | 6 | -2 | -20 | 2 | -10 | -5 | 0.2 | -67
